ERG Ets-DNA blk: inhibitors of human ERG Ets domain-DNA interaction; AID 624246; P11308; Potency, µM (top dose mostly 76.9 µM), without a hit: at the top dose FP activity, negative = inhibition, hits mostly inhibitors; hit rate 0.028% among 370,000; fluorescence polarization, His-ERG Ets domain / labelled DNA; active means well fitted inhibition curve with a large enough effect in the polarisation, with a control signal flat; inconclusive means small, poorly fitted or top-dose-only effect, or effect the other way, or a change in a side signal; inactive means no such curve, though single readings can be large or run the other way; the % refers to the polarisation;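 further: polarization taken with two DNA probes labelled with fluorescein and Texas red; % of control where 0% means no effect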
Target sequence (P11308 whole entry, looked up, the tested form may be a part): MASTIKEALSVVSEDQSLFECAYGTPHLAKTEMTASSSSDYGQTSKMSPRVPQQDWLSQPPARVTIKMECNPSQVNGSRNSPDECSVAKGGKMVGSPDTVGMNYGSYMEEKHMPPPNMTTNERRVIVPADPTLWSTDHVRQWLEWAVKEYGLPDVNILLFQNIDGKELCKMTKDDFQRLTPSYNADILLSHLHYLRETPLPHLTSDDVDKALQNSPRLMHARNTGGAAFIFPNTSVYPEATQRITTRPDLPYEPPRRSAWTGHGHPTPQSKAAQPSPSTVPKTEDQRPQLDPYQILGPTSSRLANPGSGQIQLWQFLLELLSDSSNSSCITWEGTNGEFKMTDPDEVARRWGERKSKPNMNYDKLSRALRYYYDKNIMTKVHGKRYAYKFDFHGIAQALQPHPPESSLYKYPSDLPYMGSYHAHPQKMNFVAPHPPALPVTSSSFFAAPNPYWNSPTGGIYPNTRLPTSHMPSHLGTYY
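His-tagged ERG Ets domain (1 uM in the protein solution; 300mM KCl, 50mM Tris-HCl, 1mM EDTA, 1mM DTT, pH 7.5) received compound, then a probe mix of 5 nM fluorescein-DNA and 100nM Texas-615-DNA. Fluorescence polarization was read for both dyes.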
RGS4 inhibitor: blocks human RGS4-accelerated GTP hydrolysis; Transcreener GDP fluorescence polarization, RGS4-accelerated GTP hydrolysis; hit rate 0.039% among 390,000; Potency, µM (highest dose often 114 µM), for the others: at the highest dose activity change, negative = inhibition, actives largely listed as inhibitors; further: on the % scale 0 is the no-effect control and ±100 the full control effect; nearly all actives have a fitted effect of over 75% in size; some results filed as inactive show a strong effect at the top dose
Target sequence (P49798 whole entry, looked up): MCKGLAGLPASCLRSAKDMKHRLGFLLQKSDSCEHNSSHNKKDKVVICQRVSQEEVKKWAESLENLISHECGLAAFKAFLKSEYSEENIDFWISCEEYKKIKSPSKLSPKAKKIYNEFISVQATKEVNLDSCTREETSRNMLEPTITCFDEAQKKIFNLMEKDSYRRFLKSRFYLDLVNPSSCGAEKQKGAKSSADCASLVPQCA
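MLSMR compounds (23 nl, pin-transferred) preincubated 10 min at room temperature with a 500nM (2x) first reagent, then RGS4 at 900nM (2x) plus Transcreener GDP mix added; fluorescence polarization (620/688 nm) read before and after 90 min at 30 °C.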
JMJD2A Tudor: blocks the human JMJD2A Tudor domain | O75164 | AlphaScreen JMJD2A-Tudor / H3K4me3 peptide binding | Potency, µM (highest dose often 114 µM), without a hit: top-dose activity change, negative = inhibition, actives largely listed as inhibitors | hit rate 4.4% among 390,000 | AID 504339; further: on the % scale 0 is the no-effect control and ±100 the full control effect; nearly all actives have a fitted effect of over 50% in size
PGK inhibitor: T. brucei PGK inhibition; PGK/GAPDH coupled, Kinase-Glo luminescence, 60 min; AID 602233; hit rate 0.043% among 380,000; Potency, µM (top dose mostly 57.5 µM), without a hit: top-dose activity change, negative = inhibition, most hits filed as inhibitors; further: on the % scale 0 is the no-effect control and ±100 the full control effect; nearly all actives have a fitted effect of over 60% in size
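Recombinant glycosomal PGK reaction used 1,3-bisphosphoglycerate generated in-well by GAPDH (100nM final) in 100mM TEA pH 7.6, 5mM MgCl2, 0.01% Tween-20. After 60 minutes at room temperature, ATP was read by Kinase-Glo Plus luminescence end-point.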
rTrxR1 inhibitor: inhibitors of rat thioredoxin reductase 1; hit rate 1% among 390,000; recombinant rTrxR1, NADPH fluorescence consumption, selenite substrate; Potency, µM (top dose mostly 114 µM), for inactives: at the highest dose activity change, negative = inhibition, most hits filed as inhibitors; O89049; AID 588453; further: on the % scale 0 is the no-effect control and ±100 the full control effect; nearly all actives have a fitted effect of over 65% in size
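Rat TrxR1 (90 nM in the dispensed reagent) was pre-reduced with 400 uM NADPH for 5 min at room temperature, then incubated with compound for 15 min. After 400 uM selenite was added, NADPH fluorescence (Ex 340/Em 450 nm) was followed for 8 min.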
GLS inhibitor: blocks human kidney-isoform glutaminase activity | O94925 | GLS enzymatic activity, qHTS titration | Potency, µM (highest dose often 45.5 µM), inactives show at the top dose activity change, negative = inhibition, actives largely listed as inhibitors | hit rate 0.21% among 410,000 | AID 624170; further: on the % scale 0 is the no-effect control and ±100 the full control effect
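Enzyme dispensed in phosphate buffer (45 mM, pH 8.2, 0.02% Tween-20), compounds pinned in, then 1 mM L-glutamine solution and the glutamate oxidase–HRP–Amplex Red mix added; fluorescence read immediately and again after 30 min at room temperature.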
Pin1 inhibitor: inhibitors of human Pin1; Q13526; Pin1 FP peptide displacement, HiFluor488, 10 min; Potency, µM (highest dose often 115 µM), without a hit: at the top dose activity, negative = inhibition, hits mostly inhibitors; hit rate 0.009% among 390,000; active means well fitted inhibition curve with a large enough effect in the polarisation, with a control signal flat, not every such curve was filed as active; inconclusive means small, poorly fitted or top-dose-only effect, or effect the other way, or a change in a side signal; inactive means no such curve, though single readings can be large or run the other way; the % refers to the polarisation; further: on the % scale 0 is the no-effect control and ±100 the full control effect
Target sequence (Q13526 whole entry, looked up): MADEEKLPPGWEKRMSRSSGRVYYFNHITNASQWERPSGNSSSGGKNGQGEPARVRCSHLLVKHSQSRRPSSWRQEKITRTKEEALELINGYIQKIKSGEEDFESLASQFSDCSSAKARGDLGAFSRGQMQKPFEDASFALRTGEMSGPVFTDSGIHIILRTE
HP1b binding inh: HP1-beta chromodomain-methylated histone interaction inhibition; P83916; AlphaScreen HP1-beta / biotin-H3K9me3 peptide binding; Potency, µM (series often up to 114 µM), for the others: top-dose activity change, negative = inhibition, hits mostly inhibitors; hit rate 0.56% among 390,000; AID 540317; further: nearly all actives have a fitted effect of over 70% in size; inactives centre near 23
Target sequence (P83916 whole entry, looked up): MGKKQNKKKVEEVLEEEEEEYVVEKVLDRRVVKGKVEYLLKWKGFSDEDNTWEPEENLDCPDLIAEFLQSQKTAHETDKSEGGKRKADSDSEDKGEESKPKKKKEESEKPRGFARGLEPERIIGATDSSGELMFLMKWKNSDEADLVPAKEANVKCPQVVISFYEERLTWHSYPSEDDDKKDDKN
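Compound inhibition of the preformed complex between 50 nM HP1-beta and 50 nM biotinylated H3K9me3 peptide was read by AlphaScreen. Buffer was PBS pH 7.4 with 0.01% Tween-20. Incubations ran 30 min at room temperature, with 10 ug/mL donor/acceptor beads.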
12-LOX inh: inhibitors of human 12S-lipoxygenase ALOX12; P18054; purified 12hLO, xylenol orange hydroperoxide absorbance; Potency, µM (doses to about 108 µM), without a hit: top-dose activity change, negative = inhibition, most hits filed as inhibitors; hit rate 1.1% among 580,000; further: on the % scale 0 is the no-effect control and ±100 the full control effect
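Purified human 12hLO (150 nM final) in 25 mM Hepes, 0.01% Triton X-100, pH 7.0 was preincubated 15 min at room temperature with compound. Then 40 uM arachidonic acid was added, 30 min. Hydroperoxide was read by Fe-XO absorbance ratio 573/405 nm.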
An asterisk follows results filed as active; i = inactive; u = inconclusive; x = not tested or not shown; & = joins results of further samples; [ ] = another dose, or the depositor's remark. Unless noted, the call rests on the fitted dose curve; in most records, active means well fitted curve in the direction sought with a large enough effect; inconclusive means small, poorly fitted or top-dose-only effect, or another doubt; inactive means no such curve, though single readings can be large; an effect the other way counts as inactive or inconclusive. Potency means the concentration at half of the fitted maximal effect. An excerpt (hit frequency here may not be typical).

SMILES	ERG Ets-DNA blk	RGS4 inhibitor	JMJD2A Tudor	PGK inhibitor	rTrxR1 inhibitor	GLS inhibitor	Pin1 inhibitor	HP1b binding inh	12-LOX inh
c1ccc(Cn2ccnc2-c2ccco2)cc1	-2.5%	7.9%	-16.6%	5.0%	-27.4%	9.1%	2.6%	4.7%	238.4%[activator][57.4 µM]
NNC(=O)c1ccc(CN2C(=O)c3cccc4cccc2c34)cc1	-6.2%	-8.0%	4.8%	-6.0%	2.8%	16.1%	5.2%	65.1%[activator]	0.1%
CN(c1ccc(OCC(=O)OCC(=O)c2c(N)n(C)c(=O)n(C)c2=O)cc1)S(=O)(=O)c1ccc2ccccc2c1	-6.4%	-12.0%	-9.9%	-7.7%	16.0%	-6.0%	30.5%[activator]	23.5%	0.0%
CCCCCOc1ccc(C(=O)Nc2ccc(S(=O)(=O)Nc3cc(C)on3)cc2)cc1	11.0%	13.6%	-4.3%	-2.9%	15.8%	-11.4%	12.1%	-4.3%	116.3%[activator]
CC(=O)c1cc(O)c2ccccc2c1O	0.4%	u	56.2µM*	x	31.6µM*	6.5%	u	u	1.58µM*
CCN(CC)c1ccc(/C=N/NC(=O)Nc2nonc2N)cc1	-8.5%	-27.2%	u	-2.1%	0.8%	30.7%	-2.4%	u	24.0%
C=CCSc1nccc(=O)[nH]1	-4.1%	u	50.1µM*	-6.4%	1.4%[57.1 µM]	u	-3.3%	22.0%	5.5%
CCN(CC)CCCNC(=O)c1[nH]c2ccccc2c1Sc1ccc(Cl)cc1	-1.1%	-33.4%	u	-5.2%	-42.8%	6.7%	12.4%	u	17.2%
CC(=O)Nc1c(C)ccc([N+](=O)[O-])c1C	15.9%	-2.0%	-10.3%	-4.1%	-1.5%[2.29 µM]	-4.5%	-3.0%	10.7%[57 µM]	15.1%
COc1cccc(-n2c(SCC(=O)Nc3cc(C)ccc3C)nc3c(oc4ccccc43)c2=O)c1	-2.9%	-2.4%	-23.3%	-2.5%	25.2%	-9.0%	40.4%[activator]	7.2%	-21.6%
COc1ccc(N2CCN(C(c3cccs3)c3nnnn3C3CCCC3)CC2)cc1 (configuration not stated)	-5.5%	-24.0%	u	x	8.9%	25.8%	u	-27.2%	-15.5%
CCOC(=O)CC(=O)N/N=C/c1c(N)n(C)c(=O)n(C)c1=O	-1.0%	2.1%	-18.2%	0.3%	4.9%[57.1 µM]	5.1%	-5.2%	44.3%[activator]	23.8%
Cc1ccc(CNC(=O)c2cc(C3CC3)nc3c2cnn3C(C)C)cc1	10.6%	32.0%	-4.8%	4.1%	12.5%	2.2%	16.4%	39.6%[activator]	145.9%[activator]
CC(=O)N(c1ccc2ccccc2c1)C1SC(=O)N(c2cccc(C)c2)C1=O (configuration not stated)	x	-10.3%	-19.0%	x	8.9%	x	1.8%	38.5%	x
O=C(CNC(=S)NC(=O)c1ccc(Br)o1)c1ccccc1	5.6%	16.8%	-11.0%	-1.5%	-7.9%	5.7%	8.9%	-10.5%	10.9%
Cc1nc(CS(=O)c2ccc(Cl)cc2)cc(N2CCOCC2)n1 (configuration not stated)	1.4%	3.1%[11.4 µM]	-10.3%[11.4 µM]	-3.5%	-38.0%	-4.8%	-1.3%	1.3%	0.1%
O=C1CC(c2ccco2)Cc2nc(NCC3CCCO3)ncc21 (configuration not stated)	1.6%	10.5%	-12.4%	-9.0%	-2.6%[57.1 µM]	8.4%	5.0%	15.8%	-19.4%
O=C(N/N=C/c1ccc(-c2cccc(C(F)(F)F)c2)o1)c1cccc(F)c1	0.6%	3.9%	-27.0%	-0.9%	0.0%	0.7%	0.2%	3.9%	6.5%
COc1cccc2c1cc1c(=O)n(CC(=O)NCCCc3ccccc3)nc(C)n12	-13.8%	18.1%	-31.9%	-5.1%	25.6%	-1.2%	-0.8%	22.2%	x
CC(C)=N/N=C(\N)SCc1ccccc1	-3.7%	-10.7%	-19.4%	2.9%	16.6%	19.4%	3.2%	33.0%	0.0%
CC1=C(C(=O)OCC2CCCO2)C(c2coc3ccccc3c2=O)C2=C(CCCC2=O)N1 (configuration not stated)	-1.6%	-29.3%	13.1%	-7.0%	13.1%	-0.9%	-0.5%	54.4%[activator]	0.0%
CCOc1ccccc1C(=O)Nc1cc2c(cc1N1CCCC1)n(CC)c(=O)n2CC	-4.2%	-21.9%	50.1µM*	4.0%	-16.8%	15.1%	u	-23.7%[57 µM]	u
CN(C)/C=C(/C(=O)c1ccc(Cl)cc1)S(=O)(=O)c1ccccc1	1.3%	10.5%	-13.5%	-2.6%	-26.6%	-4.6%	-0.1%	9.0%	-0.6%
COc1cccc(NC(=O)c2cncs2)c1	9.0%	28.8%	-19.1%	-3.4%	30.9%	-0.4%	-9.5%	35.0%	6.4%
CCCCCCCN(C(=O)CCl)c1ccccc1C	-2.3%	-14.1%	43.2%[activator]	4.5%	79.4µM*	2.5%	-4.0%	78.5%[activator]	-53.0%
SMILES	ERG Ets-DNA blk	RGS4 inhibitor	JMJD2A Tudor	PGK inhibitor	rTrxR1 inhibitor	GLS inhibitor	Pin1 inhibitor	HP1b binding inh	12-LOX inh
CC(C)C[C@H]1COCCS(=O)(=O)N1Cc1ccccc1F	7.8%	-6.3%	-4.2%	i	11.8%[57.1 µM]	0.8%	3.3%	62.0%[activator]	u
CC(C)c1ccc(N2C(=O)CC(Sc3nc4ccccc4o3)C2=O)cc1 (configuration not stated)	0.4%	-11.2%	-15.4%	-7.3%	-27.1%	-7.9%	26.3%	56.7%[activator]	0.0%
O=[N+]([O-])c1ccc(Nc2ccc(Cl)cc2)nc1	2.0%	19.1%	-7.7%	-3.3%	-0.4%[57.1 µM]	-11.9%	-0.4%	37.8%[activator]	u
CC1CN(C(=O)c2ccc3c(c2)OCO3)OC(c2ccccc2)O1 (configuration not stated)	5.4%	-33.8%	-15.8%	-1.8%	5.3%	4.1%	0.4%	10.4%	15.9%
COc1ccc(NC(=O)N(C)C[C@H]2Oc3ccc(NS(=O)(=O)c4c(C)noc4C)cc3C(=O)N([C@H](C)CO)C[C@@H]2C)cc1	-0.8%	7.0%	-12.1%	-2.2%	-13.2%	10.1%	0.2%	24.4%	u
CCN(CC)C(=O)c1ccc(-c2nnc(Nc3ccc(C(=O)N(C)C)cc3)c3ccccc23)cc1	-9.4%	-24.1%	-5.0%	-9.9%	10.9%	0.9%	5.3%	47.9%[activator]	16.3%
CCOc1ccc2nc(N3CCCC(C(=O)Nc4cccc(Cl)c4C)C3)sc2c1 (configuration not stated)	2.7%	-6.3%	2.2%	-9.7%	13.9%	-5.2%	0.7%	44.8%[activator]	-12.3%
CCC1(C)Cc2c(sc3c2c(=O)n(C)c2nnc(SCC(=O)c4ccccc4)n32)CO1 (configuration not stated)	6.3%	-26.3%	-24.3%	0.6%	-21.4%	-9.3%	-5.5%	28.5%	0.0%
Cc1c(C(=O)NCc2cccnc2)oc2ccc(S(=O)(=O)N3CCCCC3)cc12	1.2%	7.6%	-11.3%	2.9%	8.5%	-4.6%	-5.1%	15.1%	8.0%
Cc1ccc(O)c(NC(=S)NC(=O)/C=C/c2ccco2)c1	11.8%	-4.5%	-23.1%	-5.1%	3.2%	1.8%	1.9%	24.2%	u
Cc1ccsc1CCN1C(=O)N(c2ccccc2)C(=O)C1CC(=O)Nc1ccc(Cl)cc1 (configuration not stated)	1.6%	18.7%	-17.2%	0.5%	3.4%	-1.3%	u	27.1%	u
CCOC(=O)N1CCc2c(sc3c2c(=O)n(CCc2ccccc2)c(=O)n3CC(=O)Nc2cccc(C)c2)C1	1.8%	17.5%	-18.5%	-7.6%	21.6%	-2.3%	1.1%	16.6%	u
Cc1cc(Cl)ccc1OCc1nnc(-c2ccccc2C)o1	-4.5%	18.4%	-5.5%	-13.3%	-11.9%	2.6%	0.4%	40.7%[activator]	11.4%
CN(Cc1nc(CC2CC2)no1)CC12CC3CC(CC(C3)C1)C2	1.2%	-17.6%	21.1%[57.1 µM]	3.8%	15.6%[57.1 µM]	-1.5%	0.6%	114.0%[activator]	0.2%
O=C(CSc1nc(-c2ccccc2)no1)N1CCN(c2ccccc2)CC1	-2.8%	6.2%	-10.4%	-7.2%	3.6%[57.1 µM]	-1.3%	-8.1%	0.2%	-19.6%
COc1ccc(NC(=O)c2ccc3c(c2)CCN3S(=O)(=O)c2ccccc2)cc1	9.8%&-18.7%	-15.1%&17.8%	-18.8%&-16.0%	-1.4%	30.6%&15.5%	1.0%&-5.1%	4.6%&10.2%	28.5%&23.8%	26.9%&-4.5%
CCOC(=O)CNC(=O)C1c2ccccc2Oc2ccccc21	-3.6%	-31.8%	-6.9%	i	11.2%	-10.0%	-1.9%	48.1%[activator]	6.2%
CCN(CC)CCNC(=O)Cn1cnc2sc(C)c(S(=O)(=O)N3CC(C)CC(C)C3)c2c1=O (configuration not stated)	-2.5%	20.3%	-8.6%	-4.7%	-1.6%	7.9%	-0.3%	-10.1%	5.3%

Taken from above, two compounds:
SMILES	ERG Ets-DNA blk	RGS4 inhibitor	JMJD2A Tudor	PGK inhibitor	rTrxR1 inhibitor	GLS inhibitor	Pin1 inhibitor	HP1b binding inh	12-LOX inh
CCOC(=O)CNC(=O)C1c2ccccc2Oc2ccccc21	-3.6%	-31.8%	-6.9%	i	11.2%	-10.0%	-1.9%	48.1%[activator]	6.2%
CCN(CC)CCNC(=O)Cn1cnc2sc(C)c(S(=O)(=O)N3CC(C)CC(C)C3)c2c1=O (configuration not stated)	-2.5%	20.3%	-8.6%	-4.7%	-1.6%	7.9%	-0.3%	-10.1%	5.3%

Bioassay records: PubChem BioAssay, National Center for Advancing Translational Sciences (NCATS)
